# Screens deposited in PubChem by several laboratories.
# Vc quorum ag – quorum light induction in luxS cqsA deficient V. cholerae | V. cholerae BH1578 lux reporter, luminescence, 6 h | activation, % at 18.7 µM | 0.16% of 350,000 active | AID 588436; in the data active = activation mostly above about 9.7%, no sharp cut-off; note: not every result past the cut was called active; inactives centre near 0; reference of the scale not given here
# TcdB GH inh – blocks C. difficile toxin B glycohydrolase activity; P18177; TcdB glycohydrolase enzymatic assay, plate reader; inhibition, % at 9.99 µM; 0.24% of 350,000 active; in the data active = inhibition above about 10%
# Anthrax LF inh2 – inhibitors of Bacillus anthracis lethal factor protease; P15917; multiplex microsphere protease cleavage assay, LF; inhibition, % at 10 µM; 0.12% of 360,000 active; in the data active = inhibition above about 30%; note: plate controls were buffer without enzyme for full effect and enzyme alone for no effect
# DUSP3 inh – DUSP3 (human) phosphatase inhibition | 0.52% of 290,000 active | inhibition, % at 13.3 µM | AID 1654 | recombinant VHR phosphatase, pNPP absorbance | P51452; in the data active = inhibition above about 50%; note: some compounds called inactive have numbers as strong as hits
# Target sequence (P51452 whole entry, looked up): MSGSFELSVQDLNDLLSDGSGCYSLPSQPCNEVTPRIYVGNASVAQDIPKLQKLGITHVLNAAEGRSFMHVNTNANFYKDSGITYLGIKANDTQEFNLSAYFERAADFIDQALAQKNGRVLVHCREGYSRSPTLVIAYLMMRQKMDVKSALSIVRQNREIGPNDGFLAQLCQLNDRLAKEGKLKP
# MazF activator – increases E. coli MazEF RNase cleavage of RNA. P0AE70. 0.32% of 350,000 active. activation, % at 20 µM. FAM/BHQ RNA-DNA oligo cleavage fluorescence, 5 h; in the data active = activation above about 50%
# Target sequence (P0AE70 whole entry, looked up): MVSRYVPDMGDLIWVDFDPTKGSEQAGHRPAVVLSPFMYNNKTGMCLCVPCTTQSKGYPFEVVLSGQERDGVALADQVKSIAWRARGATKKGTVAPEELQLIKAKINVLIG
# PfHsp40 rescue – rescue of PfHsp40-mediated yeast toxicity. 0.68% of 340,000 active. S. cerevisiae expressing PfHsp40, growth rescue, ATP luminescence. growth rescue, % at 12.5 µM. AID 504582; in the data active = growth rescue above about 28%, passing the limit was not always enough;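 note: yeast W303a lacking pdr1 and pdr3 grown in galactose medium; growth measured after three days at 30 °C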
# SARS 3CLpro inh – SARS-CoV 3CLpro protease inhibition; P0C6X7; recombinant SARS-CoV 3CLpro, quenched FRET peptide cleavage; inhibition, % at 6 µM; 0.14% of 290,000 active; in the data active = inhibition above about 12%
# Rv3671c protease – Rv3671c (M. tuberculosis) protease inhibition; 0.048% of 320,000 active; P9WHR9; AID 2606; inhibition, % at 5.96 µM; in the data active = inhibition above about 38%;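 note: extracellular domain of Rv3671c used as enzyme; 0% = enzyme with DMSO and 100% = no enzyme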
# Target sequence (P9WHR9 whole entry, looked up, the tested form may be a part): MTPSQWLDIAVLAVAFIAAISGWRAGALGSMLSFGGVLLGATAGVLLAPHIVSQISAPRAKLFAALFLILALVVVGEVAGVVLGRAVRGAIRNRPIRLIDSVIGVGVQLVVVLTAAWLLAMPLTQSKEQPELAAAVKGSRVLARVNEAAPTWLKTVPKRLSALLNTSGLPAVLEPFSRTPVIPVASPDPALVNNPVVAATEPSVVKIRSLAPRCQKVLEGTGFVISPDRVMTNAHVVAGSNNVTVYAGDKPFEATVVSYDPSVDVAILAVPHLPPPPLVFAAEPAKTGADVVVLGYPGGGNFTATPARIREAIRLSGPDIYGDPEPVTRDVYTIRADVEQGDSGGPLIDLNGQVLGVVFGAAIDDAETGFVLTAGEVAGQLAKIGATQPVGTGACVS
# PriA SSB inh – inhibitors of Klebsiella pneumoniae PriA binding to SSB C-terminal tail | AlphaScreen SSBct-PriA binding, biotinylated peptide | inhibition, % at 33 µM | 0.6% of 430,000 active | AID 1272365; in the data active = inhibition mostly above about 37%, no sharp cut-off; inactive = mostly below about 20%;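 note: plate controls were negative control peptide for no effect and reference peptide for full effect; strong numbers were not always called active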
# Y pestis TopoI – Y. pestis Topo-I inhibition via cleavage products. Y. pestis Topo-I cleavage product accumulation, plate reader. AID 504884. activity, % at 10 µM. 0.064% of 360,000 active; in the data active = activity above about 50%, passing the limit was not always enough; note: inactives centre near 2
# The depositor's hits bear a star; i = inactive; x = no result given; & = joins results of further samples. This is a subset; the hit share may differ from the screen's.
SMILES,Vc quorum ag,TcdB GH inh,Anthrax LF inh2,DUSP3 inh,MazF activator,PfHsp40 rescue,SARS 3CLpro inh,Rv3671c protease,PriA SSB inh,Y pestis TopoI
O=S(=O)(c1ccc(S(=O)(=O)N2CCOCC2)cc1)N1CCCC1,i,1.5,1,17,7,-0.8,-1,7,-2,-9
CC(OC(=O)CCCN=C1NS(=O)(=O)c2ccccc21)C(=O)N(C)c1ccccc1 (stereo unspecified),1.4,-0.5,2,x,-3,-0.7,x,9,-4,7
O=S(=O)(Nc1ncccc1O)c1ccc(Cl)cc1,i,1.0,-1,-11,0,-0.1,-1,-8,6,-3
COC(=O)c1ccc(COC(=O)[C@@H]2CC(O)CN2S(=O)(=O)c2ccccc2[N+](=O)[O-])cc1 (stereo partly specified),-3.7,0.8,-1,x,6,0.1,x,5,0,3
COCCCNCC(O)COc1cccc2[nH]c(C)cc12 (stereo unspecified),-0.4,0.6,-5,19,13,-1.2,0,0,-14,1
Cc1ccc(S(=O)(=O)N2CCC(C(=O)NCCCN3CCOCC3)CC2)cc1C,i,0.7,-1,x,8,-1.0,x,1,-7,-7
Cc1cccc(N2CCN(Cc3ccc([N+](=O)[O-])o3)CC2)c1C,-0.3,-0.2,-13,-12,-2,-2.4,-2,10,8,-3
CCN(CC)C(=O)Cn1cc(S(=O)(=O)CC(=O)Nc2ccc(F)cc2F)c2ccccc21,0.5,0.6,-4,-7,1,-1.2,-2,-7,-9,0
CCCCS(=O)(=O)/C=C\C=C/S(=O)(=O)CCCC,-0.2,x,-1,-4,1,0.9,2,-8,0,1
Cc1cc(C(=O)COc2ccccc2C(N)=O)c(C)n1C,i,1.6,-1,11,-4,-0.9,4,9,-4,2
O=C1NC[C@H](Cc2ccccc2)N(CC2CCN(CCC34CC5CC(CC(C5)C3)C4)CC2)C1=O,i,0.1,-3,x,7,0.1,x,x,2,18
CS(=O)(=O)Nc1ccccc1C(=O)NC1CC2CCC1C2 (stereo unspecified),i,x,-5,24,4,-0.6,2,-2,-13,0
COc1ccc(N2CCN(S(=O)(=O)CC34CCC(CC3=O)C4(C)C)CC2)cc1 (stereo unspecified),i,-0.1,2,13,-2,1.7,7,0,6,0
Cc1c(C(=O)N2CCCC2)c(S(=O)(=O)N2CCCCC2)c(C)n1C,1.0,0.7,1,8,2,0.0,3,7,-15,-2
Cc1ccc([C@@H]2C[C@H]3[C@@H](CN2S(=O)(=O)c2ccc(C)cc2)C(=O)C[C@@H](c2ccc(Cl)cc2)N3S(=O)(=O)c2ccccc2C)cc1,-0.6,1.6,-5,x,-5,x,x,x,x,10
Nc1c(Cl)cc(-c2csc(N3CCCC3c3nc4cc(Cl)c(N5CCCCC5)cc4n3CCCO)n2)cc1Cl (stereo unspecified),-0.5,-2.8,-4,x,0,1.0,x,-5,4,-1
O=C(NCc1ccco1)C(c1ccccc1)N(CC1CCCO1)C(=O)Cn1nnc2ccccc21 (stereo unspecified),i,x,-2,x,2,-0.1,0,-1,0,1
CC(C)(C)OC(=O)N1CCC(c2c(C(=O)NCC3CCN(C4CCCC4)C3)cnn2-c2ccccc2Cl)CC1 (stereo unspecified),2.1,1.1,1,11,6,-1.5,9,7,1,4
CCn1cc(C(=O)N2CCCC(C(=O)c3cccc(C(F)(F)F)c3)C2)cn1 (stereo unspecified),-0.5,0.3,2,x,5,x,x,x,x,-11
COc1cccc(NS(=O)(=O)c2ccc3[nH]cc(C(=O)N(C)Cc4ccco4)c(=O)c3c2)c1,1.4,x,0,16,7,-0.9,-3,-11,12,4
CCn1c(C)csc1=NC(=O)c1ccccc1,i,x,-1,7,0,9.2,0,-16,-11,-17
NNC(=O)CSCc1nc(-c2ccc(Cl)cc2)cs1,-0.4,0.5,x,10,12,x,4,-7,-3,4
O=C(Cc1ccccc1)N1CCN(Cc2ccccn2)CC1,i,2.3,-1,-5,4,-0.2,-1,-5,-9,1
CCOC(=O)c1ccc(NC(=O)COc2ccc(S(=O)(=O)NC(C)(C)C)cc2)cc1,i,x,1,38,-5,1.8,7,-4,-6,5
CC(C)(C)OC(=O)NCc1ccc(NC(=O)c2nc[nH]c2C(=O)NCCCCCCNC(=O)c2[nH]cnc2C(=O)Nc2ccc(CNC(=O)OC(C)(C)C)cc2)cc1,i,-2.5,-5,x,31,-0.9,x,-8,-1,30

# 3 compounds picked at random from the list so far:
SMILES,Vc quorum ag,TcdB GH inh,Anthrax LF inh2,DUSP3 inh,MazF activator,PfHsp40 rescue,SARS 3CLpro inh,Rv3671c protease,PriA SSB inh,Y pestis TopoI
CS(=O)(=O)Nc1ccccc1C(=O)NC1CC2CCC1C2 (stereo unspecified),i,x,-5,24,4,-0.6,2,-2,-13,0
Cc1ccc([C@@H]2C[C@H]3[C@@H](CN2S(=O)(=O)c2ccc(C)cc2)C(=O)C[C@@H](c2ccc(Cl)cc2)N3S(=O)(=O)c2ccccc2C)cc1,-0.6,1.6,-5,x,-5,x,x,x,x,10
Cc1ccc(S(=O)(=O)N2CCC(C(=O)NCCCN3CCOCC3)CC2)cc1C,i,0.7,-1,x,8,-1.0,x,1,-7,-7

# Remaining list, next part
SMILES,Vc quorum ag,TcdB GH inh,Anthrax LF inh2,DUSP3 inh,MazF activator,PfHsp40 rescue,SARS 3CLpro inh,Rv3671c protease,PriA SSB inh,Y pestis TopoI
COc1ccc(CCNc2nc(C)c(C(C)=O)s2)cc1OC,-0.5,x,-5,1,6,0.2,4,2,-18,-1
CCOC(=O)c1ccccc1NC(=O)COC(=O)c1cc([N+](=O)[O-])ccc1N1CCOCC1,-0.3,0.4,2,x,3,0.2,x,-3,10,10
Cc1ccc(S(=O)(=O)N2CCCCC2)cc1NC(=O)COC(=O)c1ccc2c(c1)OCO2,i,1.3,-2,4,2,-1.0,0,4,-11,3
O=C(Nc1cccnc1)C1Cc2c(-c3ccc4c(c3)OCO4)ccnc2O1 (stereo unspecified),-0.7,1.5,-2,x,x,x,x,x,x,4
COc1cc(OC)cc(C(=O)Nc2nnc(SCC(=O)NCC3CCCO3)s2)c1 (stereo unspecified),-1.3,1.1,3,-12,-3,-0.1,-3,-1,-4,8
CN(NC1CC(=O)N(c2ccccc2)C1=O)c1ccccc1 (stereo unspecified),-0.9,x,-2,15,8,0.7,4,6,-7,-9
COc1ccc(/C=C(\NC(=O)c2ccc(OC)cc2)C(=O)Nc2ccc(C(=O)O)cc2)cc1,i,0.4,-3,2,3,1.6,5,x,0,2
C/C=C/c1ccc(OCCCCOc2ccccc2C(C)=O)c(OC)c1,-0.2,1.6,-1,-4,5,0.4,4,-6,0,26
CN1CCN(C(=O)C2=C[C@@H](c3coc4ccccc4c3=O)C[C@@H](OCc3ccc(CO)cc3)O2)CC1,i,-1.0&0.8,2,32,6,-0.6,-4,-9,-3,4
CCn1c(/C=C/Nc2ccccc2)[n+](CC)c2cc(Cl)c(Cl)cc21,-0.7,3.9,5,24,9,-0.4,1,5,9,3
COc1cc(-c2nc(CN3CCN(c4ncccn4)CC3)c(C)o2)ccc1F,0.6,0.5,-9,23,0,-0.5,4,1,-5,30
Cn1ncc2c(NNC(=O)c3ccc(O)cc3)ncnc21,i,3.9,-3,17,5,-1.3,-3,-3,-14,4
CC1CCN(C(=O)CCN2C(=O)/C(=C/c3cccs3)SC2=S)CC1,-0.5,0.6,13,1,-39,1.3,3,-5,27,42
COc1ccc(Br)c2oc(S)cc(=O)c12,-0.3,-0.1,1,-4,-4,24,1,0,-2,11
COc1ccc(NC(=O)CSc2nnc(-c3cccnc3)n2C)cc1,i,1.4,-7,-4,3,-0.4,-1,8,-12,1
CN1C[C@@H]2[C@@H]3C(=O)N(C)C(=O)[C@@H]3[C@](Cc3ccccc3)(C1=O)N2C(=O)c1ccc(Cl)cc1,i,0.1,-6,x,-12,-0.8,x,x,5,2
Fc1ccc(Nc2ncnc3sc4c(c23)CCC4)cc1F,0.0,x,2,6,-1,0.2,-2,5,-19,-1
Cc1cc(C)cc(OCC(=O)NC(C)c2ccccc2)c1 (stereo unspecified),-0.6,0.6,-3,10,1,0.3,2,-3,-1,5
COc1cc2c(cc1OC)CN(C(=O)Cc1ccccc1)CC2,-0.5,1.3,4,5,3,-2.9,4,-6,-10,6
Cc1c(C(=O)N(Cc2ccc(Cl)cc2)C2CCS(=O)(=O)C2)oc2ccccc12 (stereo unspecified),-0.7,1.3,-5,26,2,1.7,3,-4,7,11
Nc1nnnn1/N=C/c1cc(Cl)cc(Cl)c1OCc1ccc(Cl)cc1Cl,1.3,x,2,10,-10,0.3,-2,3,x,-4
O=C(c1ccc(-c2ccccc2)c(F)c1)C1CCCN(CCO)C1 (stereo unspecified),-0.8,-0.8,-9,-1,9,-0.2,2,3,-1,-9
COC(=O)c1ccc(Cn2nc(C)cc2C)cc1,-2.3,x,-1,11,-1,-0.7,2,-4,-13,3
COc1cccc(NC(=O)Nc2cc(Cl)ccc2C)c1,i,0.3,-2,20,-11,1.8,5,-11,-6,-11
CC(C)(C)c1ccc(C(=O)NCCCNC(=O)c2ccco2)cc1,-0.1,1.1,1,28,-22,-1.1,-2,4,-36,4
Cc1ccc(C(=O)N(Nc2nc3ccccc3s2)C(=O)c2ccc(C)cc2)cc1,-0.4,1.2,-4,-1,7,-1.4,3,3,-2,-3
O=C(Cc1ccc(Br)cc1)N1CCCC1,i,0.7,10,1,9,0.0,0,-2,0,1
COc1ccc(S(=O)(=O)N/N=C(/C)c2ccc(Cl)cc2)cc1,-0.3,-1.5,-3,36,0,1.2,10,3,x,4
CCOC(=O)c1c(NC(=O)CN2C(=O)C(=O)N(C(C)C)C2=O)sc(C)c1CC,i,-2.1,-3,x,-3,-0.3,x,-6,14,5
O=c1c2ccc(Cl)cc2nc(-c2ccc([N+](=O)[O-])cc2)n1O,-0.2,0.8,0,22,9,13,3,2,-10,0

# Complete entries as entered above:
# Cn1ncc2c(NNC(=O)c3ccc(O)cc3)ncnc21 in the list: Vc quorum ag: i; TcdB GH inh: 3.9; Anthrax LF inh2: -3; DUSP3 inh: 17; MazF activator: 5; PfHsp40 rescue: -1.3; SARS 3CLpro inh: -3; Rv3671c protease: -3; PriA SSB inh: -14; Y pestis TopoI: 4
# Nc1nnnn1/N=C/c1cc(Cl)cc(Cl)c1OCc1ccc(Cl)cc1Cl in the list: Vc quorum ag: 1.3; TcdB GH inh: x; Anthrax LF inh2: 2; DUSP3 inh: 10; MazF activator: -10; PfHsp40 rescue: 0.3; SARS 3CLpro inh: -2; Rv3671c protease: 3; PriA SSB inh: x; Y pestis TopoI: -4
# O=C(c1ccc(-c2ccccc2)c(F)c1)C1CCCN(CCO)C1 (stereo unspecified) in the list: Vc quorum ag: -0.8; TcdB GH inh: -0.8; Anthrax LF inh2: -9; DUSP3 inh: -1; MazF activator: 9; PfHsp40 rescue: -0.2; SARS 3CLpro inh: 2; Rv3671c protease: 3; PriA SSB inh: -1; Y pestis TopoI: -9
